# NR3A LBD binder = binders of NR3A ligand-binding domain, primary screen, biophysical, differential scanning fluorimetry, uHTS. Glutamate receptor ionotropic, NMDA 3A (GRIN3A) ligand-binding domain. NR3A LBD differential scanning fluorimetry, Tm shift; 0% = protein alone, 100% = glycine-bound protein. Tm shift relative to glycine control, % at 25 µM. 340,000 tested, 2.5% active;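 active = melting temperature shift of at least 10% of the positive control shift, at one fixed dose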
# APJ ag = agonists of human apelin receptor APJ, primary screen, CHO-K1 cells, PathHunter beta-arrestin, luminescence; P35414; 0% DMSO wells, 100% apelin; activation, % at 20 µM; 330,000 tested, 0.11% active; AID 2520, 2010;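 active = activation more than six SD over the plate average, tested at 20 µM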;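 also: 0% = DMSO alone and 100% = apelin-13 at 10 nM; some results filed as inactive read as strong as hits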
#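 assay system = CHO-K1 APJ beta-arrestin complementation cell line | input = cell density 1000 per well | dosing = compound 20 µM once, DMSO 1% | timing = compound 90 min 25 °C, reagent 1 h | measured by = luminescence from split beta-galactosidase complementation, Galacton Star/Emerald II substrate | read-out basis = APJ agonist activity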
# TIM10 inh = growth inhibitors of isogenic TIM10 control yeast, primary screen, counter-screen for tim10-1 yeast inhibitor project, luminescence, uHTS | S. cerevisiae TIM10 strain growth, BacTiter-Glo luminescence, 24 h | inhibition, % at 10 µM | 330,000 tested, 1.4% active | AID 463195, 2010;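 active = inhibition of 40% or more at the single tested concentration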;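 also: wild-type TIM10 isogenic control strain grown at permissive 25 °C; 0% = DMSO yeast wells and 100% = minimal medium wells without yeast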
# UPR XBP1 act = activators of adaptive XBP1 UPR arm, primary screen, cell-based, CHO-XBP1 luciferase reporter, luminescence, uHTS; activation, % at 20 µM; AID 463104, 2010; IRE1-XBP1 UPR activation; percent of tunicamycin response, DMSO as zero; 330,000 tested, 0.33% active;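 active = versus positive control, 20 µM dose yields 30% or more activation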;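 also: 100% = tunicamycin at 10 µg/mL and 0% = DMSO only wells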
#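 assay system = CHO-XBP1 luciferase reporter cells | amount = 1000 cells/well | buffer or medium = F12 plus 10% FBS | compound dosing = single point, 20 µM final compound, 1% DMSO | incubation = 16-18 h cell attachment at 37 °C, then 6 h compound exposure | detection = Steady-Glo luminescence read | controls = tunicamycin 10 µg/mL and vehicle-only wells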
# Mdm2 MdmX PPI = inhibitors of human Mdm2-MdmX association, primary screen, cell-based, luminescence, split luciferase, SaOS-2, uHTS; 330,000 tested, 3% active; inhibition, % at 8 µM; AID 485346, 2010; SaOS-2 split-luciferase Mdm2/MdmX complementation; Protein Mdm4 (Homo sapiens) + E3 ubiquitin-protein ligase Mdm2 (Homo sapiens), …;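 active = inhibition of at least 50% at 8 µM in the primary screen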
# Target sequence (O15151 whole entry, looked up): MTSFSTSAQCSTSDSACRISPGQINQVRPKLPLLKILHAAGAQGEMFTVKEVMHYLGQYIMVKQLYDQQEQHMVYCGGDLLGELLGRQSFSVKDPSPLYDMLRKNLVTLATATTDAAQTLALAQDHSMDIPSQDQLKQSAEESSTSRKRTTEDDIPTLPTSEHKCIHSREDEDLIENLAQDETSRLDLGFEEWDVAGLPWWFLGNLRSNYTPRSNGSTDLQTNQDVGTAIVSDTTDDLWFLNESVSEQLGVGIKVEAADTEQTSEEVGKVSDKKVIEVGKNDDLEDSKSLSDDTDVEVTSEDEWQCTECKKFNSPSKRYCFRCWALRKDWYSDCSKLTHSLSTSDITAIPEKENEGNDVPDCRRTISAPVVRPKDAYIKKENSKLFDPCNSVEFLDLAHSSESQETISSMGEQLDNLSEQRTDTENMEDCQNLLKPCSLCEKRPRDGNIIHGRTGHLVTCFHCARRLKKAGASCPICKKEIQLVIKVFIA
# Target sequence (Q00987 whole entry, looked up): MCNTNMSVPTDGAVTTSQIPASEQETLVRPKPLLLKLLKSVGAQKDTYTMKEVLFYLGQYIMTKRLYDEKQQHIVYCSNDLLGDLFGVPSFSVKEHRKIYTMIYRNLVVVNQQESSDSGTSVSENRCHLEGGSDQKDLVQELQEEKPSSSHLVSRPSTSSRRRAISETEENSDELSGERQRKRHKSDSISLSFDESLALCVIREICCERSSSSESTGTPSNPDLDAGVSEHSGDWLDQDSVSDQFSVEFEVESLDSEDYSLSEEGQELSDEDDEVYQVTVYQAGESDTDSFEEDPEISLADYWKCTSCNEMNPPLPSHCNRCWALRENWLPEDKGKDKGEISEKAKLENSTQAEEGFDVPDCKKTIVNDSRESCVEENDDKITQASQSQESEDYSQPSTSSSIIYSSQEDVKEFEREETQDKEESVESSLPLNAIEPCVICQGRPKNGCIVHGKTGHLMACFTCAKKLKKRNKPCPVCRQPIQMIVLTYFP
# UPR CHOP act = activators of apoptotic CHOP UPR arm, primary screen, cell-based, CHO-CHOP luciferase reporter, luminescence, uHTS; activation, % at 10 µM; UPR activation; percent of tunicamycin response over DMSO baseline; 330,000 tested, 0.34% active;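 active = at 10 µM dose, activation of 40% or more, normalized to positive control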;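 also: 100% = tunicamycin at 10 µg/mL and 0% = DMSO alone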
#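 Dosing – one dose, 10 µM in 0.5% DMSO · System – CHO-CHOP cells, stable luciferase reporter of PERK-eIF2a-CHOP signalling · Input – 500 cells/well · Control set – tunicamycin 10 µg/mL final as positive, DMSO-only wells as negative · Timing – 6 h compound treatment, 37 °C · Measure – % activation vs tunicamycin · Technique – luminescence read with Steady-Glo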
# tim10-1 inh = growth inhibitors of tim10-1 mutant yeast, primary screen, luminescence, uHTS; S. cerevisiae tim10-1 ts strain growth, BacTiter-Glo, 24 h; inhibition, % at 20 µM; 330,000 tested, 2.2% active; AID 463190, 2010;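 active = inhibition of at least 40%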;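 also: mutant grown at 25 °C; 0% = DMSO wells with yeast and 100% = wells holding no yeast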
# tim23-1 inh = growth inhibitors of tim23-1 mutant yeast, primary screen, luminescence, uHTS; inhibition, % at 20 µM; 330,000 tested, 1.3% active; S. cerevisiae tim23-1 growth, BacTiter-Glo luminescence, 24 h;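 active = growth inhibition of the mutant yeast at or above 50%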;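 also: temperature-sensitive mutant grown at 25 °C; plate controls were DMSO-treated mutant yeast for no effect and medium wells lacking yeast for full effect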
# NLRP3 yeast inh = NALP3 inflammasome inhibitors in reconstituted yeast, primary screen, luminescence, uHTS. 330,000 tested, 0.39% active. inhibition, % at 10 µM. Yeast reconstituted NLRP3/ASC/caspase-1, beta-gal luminescence, 24 h;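 active = inhibition of 50% or more; inactive = inhibition below 50%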;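 also: plate controls were induced DMSO wells for no effect and uninduced yeast grown without galactose for full effect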
# * hit, by the source's call; & = joins results of further samples. Rows are unselected; 8.2% or so of the library scored in one or more.
mol	NR3A LBD binder	APJ ag	TIM10 inh	UPR XBP1 act	Mdm2 MdmX PPI	UPR CHOP act	tim10-1 inh	tim23-1 inh	NLRP3 yeast inh
Cc1ccccc1-c1nnn(Cc2cccc(S(=O)(=O)N3CCOCC3)c2)n1	-2.6	-0.4	13.2	-3.6	8.2	-2.4	19.9	28.7	22.4
COc1cccc(N2C(=O)[C@H]3C(C(=O)c4cnccn4)=NN[C@H]3C2=O)c1	-0.2	-7.2	-16.7	-1.0	-0.9	-1.2	2.9	8.0	-10.1
COc1ccc(CNS(=O)(=O)c2ccc(S(=O)(=O)NC3CC3)cc2)cc1	-0.2	-3.1	8.7	-0.7	-9.7	-0.4	2.4	1.7	10.9
COc1ccccc1CC(=O)Nc1cc(C)ccn1	0.1	-0.1	2.0	-5.0	-7.3	0.8	1.2	10.0	28.0
CC(=O)N1CCC(C(=O)Nc2ccc(S(=O)(=O)N3CCC(C)CC3)cc2)CC1	1.0	-0.2	10.7	-3.4	9.8	1.8	6.2	9.4	8.5
Cn1c(=O)c(C(=O)NC2CCCCCC2)c(O)c2ccccc21	0.2	-0.7	-14.9	0.5	-13.8	3.9	-13.9	-11.5	-0.4
Cc1cccc(N(CC(=O)N2CCOCC2)S(C)(=O)=O)c1C	0.5	-1.3	2.2	1.8	15.3	-2.8	7.5	5.3	4.1
O=C(NCc1ccco1)c1ccc2ccccc2c1	1.5	5.1	6.5	-2.1	-30.6	3.4	8.4	19.8	23.4
CCOc1cccc(C2NC(=S)NC(C)=C2C(=O)Nc2ccccc2)c1 (stereo unspecified)	-4.1	0.7	-0.4	1.3	25.3	2.1	12.6	1.5	9.2
COC(=O)c1scc(C)c1N/N=C(\C)c1ccc(F)cc1F	0.9	0.6	-11.7	-4.1	4.6	0.7	13.5	-0.3	11.1
O=C(COC(=O)c1ccc(O)cc1)Nc1ccc2[nH]c(=O)[nH]c2c1	4.4	-4.2	0.6	3.5	0.6	0.1	5.5	4.0	8.3
Cc1cc([N+](=O)[O-])ccc1NC(=O)Cc1ccc(F)cc1	1.7	-2.4	16.9	-2.9	-7.6	-0.5	12.7	15.1	14.8

# Brought forward from above: 6 entries, then new ones.
mol	NR3A LBD binder	APJ ag	TIM10 inh	UPR XBP1 act	Mdm2 MdmX PPI	UPR CHOP act	tim10-1 inh	tim23-1 inh	NLRP3 yeast inh
Cc1cccc(N(CC(=O)N2CCOCC2)S(C)(=O)=O)c1C	0.5	-1.3	2.2	1.8	15.3	-2.8	7.5	5.3	4.1
O=C(NCc1ccco1)c1ccc2ccccc2c1	1.5	5.1	6.5	-2.1	-30.6	3.4	8.4	19.8	23.4
CCOc1cccc(C2NC(=S)NC(C)=C2C(=O)Nc2ccccc2)c1 (stereo unspecified)	-4.1	0.7	-0.4	1.3	25.3	2.1	12.6	1.5	9.2
COC(=O)c1scc(C)c1N/N=C(\C)c1ccc(F)cc1F	0.9	0.6	-11.7	-4.1	4.6	0.7	13.5	-0.3	11.1
O=C(COC(=O)c1ccc(O)cc1)Nc1ccc2[nH]c(=O)[nH]c2c1	4.4	-4.2	0.6	3.5	0.6	0.1	5.5	4.0	8.3
Cc1cc([N+](=O)[O-])ccc1NC(=O)Cc1ccc(F)cc1	1.7	-2.4	16.9	-2.9	-7.6	-0.5	12.7	15.1	14.8
Cc1nc(-c2cccc(Cl)c2)n[nH]1	1.1	0.3	30.4	-0.1	3.1	1.9	4.1	14.2	10.1
CC(OC(=O)CN1C(=O)c2ccccc2C1=O)C(=O)NC1CCCC1 (stereo unspecified)	0.8	-3.5	12.5	-0.5	-19.0	1.3	-28.0	-0.7	20.6
NCCc1nnc(SCC(=O)Nc2cccc(Cl)c2)o1	5.0	2.7	-2.1	-1.2	8.1	-0.8	0.6	6.1	52.4*
CCCCN(C)c1c(N2CCC(C(=O)OCC)CC2)c(=O)c1=O	1.1	-1.7	-8.2	0.0	0.9	-1.0	-4.2	6.1	1.3
COc1ccc(-n2cnc3c(cnn3CCC#N)c2=N)cc1	-1.1	6.3	-3.3	4.0	2.0	1.0	-16.6	10.9	7.7
Cc1noc(C)c1COc1ccccc1C(=O)NCc1ccco1	-1.3	-3.5	1.7	-2.5	14.0	0.4	7.3	22.8	4.6
CC1CN(CCn2cnc3c(N)ncnc32)CC(C)O1 (stereo unspecified)	-0.5	3.9	-4.3	-3.2	-1.4	-2.1	-19.3	-6.5	13.6
Cn1c(C(=O)NCc2ccccn2)cc2c(=O)n3ccccc3nc21	-3.3	-2.2	-1.3	1.1	-14.8	2.9	-2.9	-6.9	25.1
COc1ccccc1CNC(=O)C1CCC(CNS(=O)(=O)c2cccc3cccnc23)CC1 (stereo unspecified)	0.4	0.0	-2.6	-3.2	13.9	-0.8	-3.3	8.7	-10.8
O=C(O)c1ccc(NC(=O)c2cccc(C(=O)Nc3ccc(C(=O)O)cc3)c2)cc1	1.1	-2.3	14.4	2.9	3.6	-0.3	14.6	3.5	2.1
COc1ccc(Br)c(C(=O)NCCC(C)C)c1	1.5	-0.3	-5.1	0.1	-31.4	0.3	10.7	-4.6	-17.6
Cc1cccc(C(=O)N[C@H](C(=O)Nc2nccs2)C(C)C)c1	1.6	0.2	-16.5	-0.1	5.8	-1.1	-0.6	3.8	21.7

# 2 entries from above, with values under each structure.
# Values in the order: NR3A LBD binder | APJ ag | TIM10 inh | UPR XBP1 act | Mdm2 MdmX PPI | UPR CHOP act | tim10-1 inh | tim23-1 inh | NLRP3 yeast inh
CC(OC(=O)CN1C(=O)c2ccccc2C1=O)C(=O)NC1CCCC1 (stereo unspecified)
  0.8 | -3.5 | 12.5 | -0.5 | -19.0 | 1.3 | -28.0 | -0.7 | 20.6
NCCc1nnc(SCC(=O)Nc2cccc(Cl)c2)o1
  5.0 | 2.7 | -2.1 | -1.2 | 8.1 | -0.8 | 0.6 | 6.1 | 52.4*

# The results go on:
mol	NR3A LBD binder	APJ ag	TIM10 inh	UPR XBP1 act	Mdm2 MdmX PPI	UPR CHOP act	tim10-1 inh	tim23-1 inh	NLRP3 yeast inh
CCCN(C(=O)c1cccc(S(=O)(=O)N2CCN(C)CC2)c1)c1c(N)n(Cc2ccccc2)c(=O)[nH]c1=O	1.1	-2.6	-0.9	-2.7	12.4	1.7	-14.2	-2.4	0.4
Cc1ccc(-c2cn(-c3ccccc3)c3[n+]2CCCS3)cc1	0.1&-2.2	2.9&-3.5	-0.2&12.2	-1.6&-2.7	29.9&21.9	0.8&-0.8	11.5&20.6	6.4&13.6	4.0&-6.3
Cc1cc(C)c(C)c(OCC(=O)NCCN(C)C)c1	-2.3	-3.4	-5.1	-3.4	7.5	-4.0	11.3	2.8	19.8
COc1cc(C(=O)NC(=S)Nc2nc(-c3ccc(F)cc3)cs2)cc(OC)c1OC	1.6	-0.6	2.9	-3.9	20.5	0.9	-1.3	-2.4	-1.9

# Bioassay records deposited in PubChem by Sanford-Burnham Center for Chemical Genomics.
